Mcl-1 Bim block – disrupts Bim peptide binding to human Mcl-1; inhibition, % at 10 µM; 190,000 tested, 0.1% active; Bead-based flow cytometry, Bim peptide-Mcl-1 binding;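 note: 0% = no compound tracer wells and 100% = peptide blocker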
Target sequence (Q07820 whole entry, looked up): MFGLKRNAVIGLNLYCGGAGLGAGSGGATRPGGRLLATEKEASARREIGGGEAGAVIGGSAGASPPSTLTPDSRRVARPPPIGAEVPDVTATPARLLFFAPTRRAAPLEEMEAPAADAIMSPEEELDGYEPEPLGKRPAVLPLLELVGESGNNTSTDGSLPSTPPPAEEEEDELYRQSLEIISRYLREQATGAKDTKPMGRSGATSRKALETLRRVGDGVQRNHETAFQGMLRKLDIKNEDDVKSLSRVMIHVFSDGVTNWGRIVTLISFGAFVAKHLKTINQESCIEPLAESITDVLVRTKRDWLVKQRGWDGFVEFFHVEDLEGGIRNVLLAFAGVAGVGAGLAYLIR
RGS7-Gao – human RGS7-Galphao interaction regulation | P09471 | Multiplexed bead flow cytometry, RGS7-Galphao binding; actives lie on both sides | binding response (% of control), % at 10 µM | 220,000 tested, 0.35% active | AID 1439; in the data active = binding response below about 49% or above about 150%; inconclusive = no clear call, values can overlap the other calls; inactive = in between;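 note: fluorescent Galphao held in activated GDP-AlF4 state binding bead-coupled RGS7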
Bcl-2 Bim block – human Bim-Bcl-2 interaction inhibition. Bead-based flow cytometry, Bim peptide-Bcl-2 binding. inhibition, % at 10 µM. 190,000 tested, 0.06% active. P10415; in the data active = inhibition above about 40%; inconclusive = no clear call, values can overlap the other calls;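 note: 0% = no compound wells with probe peptide and 100% = reference peptide inhibitor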
Target sequence (P10415 whole entry, looked up): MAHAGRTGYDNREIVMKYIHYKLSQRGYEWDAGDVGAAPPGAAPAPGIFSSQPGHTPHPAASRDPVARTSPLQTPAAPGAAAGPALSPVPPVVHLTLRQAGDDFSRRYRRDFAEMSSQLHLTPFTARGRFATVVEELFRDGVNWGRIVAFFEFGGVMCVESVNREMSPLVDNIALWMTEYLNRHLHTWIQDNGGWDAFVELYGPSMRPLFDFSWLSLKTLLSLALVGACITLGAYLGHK
Bcl-B Bim block – human Bim-Bcl-B interaction inhibition. Q9HD36. bead-based flow cytometry, Bim peptide-Bcl-B binding. inhibition, % at 10 µM. 190,000 tested, 0.073% active. AID 951;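 note: 0% = tracer peptide without compound and 100% = reference inhibitor peptide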
Target sequence (Q9HD36 whole entry, looked up): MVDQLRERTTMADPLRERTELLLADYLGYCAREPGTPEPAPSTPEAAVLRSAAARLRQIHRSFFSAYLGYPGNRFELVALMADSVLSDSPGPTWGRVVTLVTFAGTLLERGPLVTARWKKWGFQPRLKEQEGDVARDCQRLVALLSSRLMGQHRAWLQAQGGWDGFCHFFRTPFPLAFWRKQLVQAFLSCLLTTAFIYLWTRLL
RGS4-Gao reg – human RGS4-Galphao interaction regulation; P09471; Multiplexed bead flow cytometry, RGS4-Galphao binding; actives lie on both sides; binding response (% of control), % at 10 µM; 220,000 tested, 0.33% active; in the data active = binding response below about 49% or above about 150%; inactive = in between;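 note: fluorescent Galphao activated with aluminum fluoride binding bead-coupled RGS4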
Mcl1-Bid inh – Mcl-1/Bid interaction inhibition; inhibition, % at 21.7 µM; Q07820; TR-FRET Mcl-1/Bid-Dy647 peptide binding, 1536-well; 220,000 tested, 0.97% active;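 active = compounds that cut the binding signal by more than half at the single screening dose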;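 note: His-tagged Mcl-1 with europium anti-His antibody binding Bid BH3 peptide; 0% = Mcl-1 plus peptide wells and 100% = peptide-only wells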
Bim-Bcl-XL – human Bim-Bcl-XL interaction inhibition. Bim peptide-Bcl-XL binding, bead flow cytometry, fluorescence. inhibition, % at 10 µM. 190,000 tested, 0.04% active
Target sequence (Q07817 whole entry, looked up): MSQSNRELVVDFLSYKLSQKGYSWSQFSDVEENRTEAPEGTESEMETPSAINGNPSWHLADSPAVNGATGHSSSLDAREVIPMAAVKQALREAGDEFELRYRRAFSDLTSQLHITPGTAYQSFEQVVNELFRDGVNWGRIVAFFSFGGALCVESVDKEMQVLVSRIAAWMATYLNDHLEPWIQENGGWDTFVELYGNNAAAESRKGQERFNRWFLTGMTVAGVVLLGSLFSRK
Bcl-W Bim block – inhibitors of Bim-Bcl-W interaction, human; AID 952; Q92843; 190,000 tested, 0.02% active; inhibition, % at 10 µM; bead-based flow cytometry, Bim peptide-Bcl-W binding;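 note: 0% = bound tracer without compound and 100% = peptide blocker; higher means less fluorescent Bim peptide bound to Bcl-W beads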
Bfl-1 Bim block – inhibitors of Bim-Bfl-1 interaction, human | AID 1008 | Q16548 | inhibition, % at 10 µM | 190,000 tested, 0.12% active | Bead-based flow cytometry, Bim-Bfl-1 binding inhibition;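 note: 0% = wells without compound plus tracer and 100% = blocker peptide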
RGS8-Gao reg – regulators of human RGS8-Galphao interaction; P09471; multiplexed bead flow cytometry, RGS8-Galphao binding; actives lie on both sides; response (percent of control binding), % at 10 µM; 220,000 tested, 0.34% active; AID 1423; in the data active = response below about 60% or above about 140%; inactive = in between;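 note: Galphao activated as the GDP aluminium fluoride complex binding bead-coupled RGS8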
Mcl1-Noxa inh – Mcl-1/Noxa interaction inhibition; Q07820; TR-FRET Mcl-1/Noxa peptide binding, 2 h; inhibition, % at 21.7 µM; 220,000 tested, 1.5% active; AID 1022;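 active = compounds that cut the protein-peptide binding signal by more than 50% relative to plate controls in a single-dose test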;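 note: His-tagged Mcl-1 with rhodamine Noxa BH3 peptide and terbium anti-His antibody; 0% = Mcl-1 plus Noxa peptide wells and 100% = peptide-only wells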
* = called active by the depositor; u = inconclusive; x = not tested or not shown. Cut-off read from the data, not from the text of the source, unless noted: active = inhibition above about 40%.

No. | molecule | Mcl-1 Bim block | RGS7-Gao | Bcl-2 Bim block | Bcl-B Bim block | RGS4-Gao reg | Mcl1-Bid inh
1 | CCN(CC)S(=O)(=O)c1cc(NC(=O)CCCOc2ccc(C(C)=O)cc2)ccc1C | -15 | 100 | -2 | -4 | 100 | 21
2 | CC(=O)N(C(C)=O)c1ncnc2c1c(-c1ccc(Cl)cc1)nn2C(C)(C)C | 0 | u | 0 | 0 | 99 | -16
3 | CN(CC(=O)Nc1ccccc1Cl)C(=O)CSc1nc2ccccc2s1 | -7 | 97 | -4 | -2 | 99 | -24
4 | C=CCOc1c(Cl)cc(CNCCC)cc1Cl | 1 | 107 | -3 | -2 | 107 | -14
5 | O=C1ON=C(c2ccccc2)/C1=C/c1ccco1 | -4 | u | -1 | -1 | 100 | -50
6 | CCc1ccc2nc3sc(C(=O)N4CCc5ccccc54)c(N)c3cc2c1 | -2 | 101 | -9 | -8 | 101 | 1
7 | Cc1sc2nc(CN(C(=O)NC3CCCCC3)C3CCCC3)[nH]c(=O)c2c1C | -1 | 136 | -15 | -2 | 129 | -7
8 | CCn1c(SCc2ccc(C)cc2)nnc1-c1nn(-c2ccccc2)ccc1=O | 0 | 96 | -5 | 0 | 96 | -13
9 | CCOC(=O)Cn1ccc(-c2ccccc2)c(C#N)c1=O | -2 | 89 | 0 | 0 | 94 | 7
10 | NC(=S)N/N=C/c1cccc(Br)c1 | -2 | u | -4 | -2 | 99 | -59
11 | CCCCN(C(=O)c1cccc(S(=O)(=O)N2CCOCC2)c1)c1c(N)n(CCC)c(=O)[nH]c1=O | -3 | u | -3 | -2 | 103 | -39
12 | COc1ccc(CC(=O)Nc2ccc(-c3noc(COc4ccccc4C)n3)cc2)cc1 | 0 | 105 | -1 | -1 | 104 | 1

No. | Bim-Bcl-XL | Bcl-W Bim block | Bfl-1 Bim block | RGS8-Gao reg | Mcl1-Noxa inh
1 | -6 | -8 | -2 | 103 | 42
2 | -1 | 1 | -7 | 102 | 6
3 | -6 | -5 | 0 | 89 | -3
4 | 0 | 0 | -1 | 108 | 0
5 | 0 | -1 | 0 | 100 | 14
6 | -6 | -6 | -7 | 102 | 12
7 | -2 | -1 | -4 | 98 | 13
8 | -3 | 0 | -1 | 98 | -4
9 | -2 | 0 | 2 | 94 | 15
10 | -5 | 0 | -5 | 102 | 9
11 | -2 | -3 | -7 | 107 | 11
12 | 0 | -4 | 0 | 108 | 19

Next section.
No. | molecule | Mcl-1 Bim block | RGS7-Gao | Bcl-2 Bim block | Bcl-B Bim block | RGS4-Gao reg | Mcl1-Bid inh
13 | O=C(O)CCC(=O)CCC(=O)c1ccccc1 | 1 | 102 | 0 | 1 | 103 | -12
14 | CCCN1C(=O)/C(=C/c2c(N3CCNC(=O)C3CC(=O)OCC)nc3c(C)cccn3c2=O)SC1=S (centres undefined) | x | u | x | x | 103 | -10
15 | Fc1ccccc1OCCCCCN1CCCC1 | -3 | 101 | -9 | -10 | 102 | 5
16 | COC(=O)C1=C(C(=O)OC)[C@@H]2N(C)c3ccc(OC)cc3[C@@]23C[C@@H](C(=O)OC)N(S(=O)(=O)c2ccc(OC)cc2)C3=N1 | x | u | x | x | 98 | -88
17 | CCOC(=O)c1ccc(NC(=S)N2CCC(C(N)=O)(N3CCCCC3)CC2)cc1 | 0 | 103 | -5 | -5 | 101 | -40
18 | COc1ccc(NC(=S)NC2CCCCCC2)c(OC)c1 | -9 | 106 | 2 | -23 | 103 | -50
19 | CCOC(=O)/C(=N\Nc1ccccc1)c1csc(Nc2ccc(C)cc2)n1 | -6 | 101 | -14 | -11 | 101 | 37
20 | COc1ccc(-c2ncc(CN3CCN(CCC(C)C)C(CCO)C3)cn2)cc1 (centres undefined) | -2 | 110 | -4 | -3 | 103 | -24
21 | CN(C)S(=O)(=O)c1ccc(C(=O)OCCCN=C2NS(=O)(=O)c3ccccc32)cc1 | -1 | 104 | -5 | -6 | 106 | -21
22 | O=C1/C(=C/c2cccs2)SC(=S)N1N1CCOCC1 | x | u | x | x | 103 | -3
23 | CC(=O)Nc1ccc(CN2CCCC(CO)(Cc3ccccc3C)C2)cc1 (centres undefined) | 1 | 104 | 0 | -1 | 100 | -17
24 | CCOc1ccc(C2c3c(oc4ccccc4c3=O)C(=O)N2CCCN2CCOCC2)cc1OCC (centres undefined) | 0 | 99 | -5 | -7 | 99 | -7

No. | Bim-Bcl-XL | Bcl-W Bim block | Bfl-1 Bim block | RGS8-Gao reg | Mcl1-Noxa inh
13 | 0 | 0 | 0 | 102 | 22
14 | x | x | x | 106 | -6
15 | -14 | -7 | -12 | 101 | 12
16 | x | x | x | 99 | -11
17 | -4 | -4 | -3 | 99 | 12
18 | -7 | -1 | 3 | 92 | 12
19 | -11 | -2 | -20 | 99 | 16
20 | -2 | -1 | -7 | 104 | 11
21 | -4 | -1 | -8 | 103 | -2
22 | x | x | x | 100 | 9
23 | -7 | -4 | -3 | 101 | 4
24 | -8 | -6 | -5 | 97 | 2

(continued)
No. | molecule | Mcl-1 Bim block | RGS7-Gao | Bcl-2 Bim block | Bcl-B Bim block | RGS4-Gao reg | Mcl1-Bid inh
25 | CCn1c(CC(=O)Nc2ccccc2OC)nnc1SCC(=O)Nc1ccccc1F | -4 | u | -1 | -3 | 96 | -31
26 | O=C(c1ccccc1)c1nc2c(n1O)CCCCC2 | -2 | 89 | -5 | -3 | 91 | -26
27 | CCCC(=O)Nc1nnc(-c2ccc3c(c2)OCCO3)o1 | 0 | 105 | -3 | -4 | 107 | -5
28 | CCC(=O)c1ccc(OCC(O)CNC(C)c2ccccc2)cc1 (centres undefined) | 7 | 106 | -4 | 7 | 99 | -2
29 | Cn1c(SCC(=O)NNC(=O)c2ccc(Cl)cc2)nnc1-c1cccnc1 | 0 | 104 | -4 | -7 | 101 | -7
30 | N#Cc1c(Nc2ccc(F)cc2)sc(C(=O)c2ccccc2)c1N | 0 | 101 | 1 | -2 | 103 | -59
31 | Cn1nc(C(=O)N2CCN(S(=O)(=O)/C=C/c3ccccc3)CC2)c2ccccc2c1=O | 0 | 97 | -5 | -7 | 101 | 7
32 | O=C(Nc1cccc(C(F)(F)F)c1)c1csc(-c2ccncc2)n1 | 1 | u | 0 | -1 | 98 | 5
33 | Cc1ccc(N2C(=O)C3C4C=CC(CNC(=S)N5CCN(c6ccccc6)CC5)(O4)C3C2=O)cc1 (centres undefined) | -6 | u | -4 | -11 | 100 | -24
34 | COCCSc1ccccc1C(=O)Nc1ccc2c(c1)OCO2 | 3 | 108 | 0 | -5 | 100 | -46
35 | Cc1cccc(N(CC(=O)NCCC2=CCCCC2)S(C)(=O)=O)c1C | 3 | 104 | -3 | -2 | 106 | -25
36 | COc1ccccc1OCCNc1nc2c(c(=O)n(C)c(=O)n2C)n1C | 0 | 99 | 3 | 1 | 102 | -43

No. | Bim-Bcl-XL | Bcl-W Bim block | Bfl-1 Bim block | RGS8-Gao reg | Mcl1-Noxa inh
25 | -1 | -1 | -5 | 99 | -4
26 | -1 | 5 | -1 | 94 | 3
27 | 0 | 2 | -6 | 102 | 22
28 | 0 | 8 | 5 | 101 | -9
29 | -6 | -5 | -13 | 106 | -10
30 | -3 | -1 | 0 | 103 | 6
31 | -4 | -3 | -5 | 99 | -9
32 | -1 | 0 | 0 | 99 | 26
33 | -4 | -7 | -21 | 99 | -4
34 | -2 | 0 | -10 | 107 | -14
35 | 1 | -5 | -9 | 105 | -8
36 | 0 | 0 | 4 | 100 | 6

(next part)
No. | molecule | Mcl-1 Bim block | RGS7-Gao | Bcl-2 Bim block | Bcl-B Bim block | RGS4-Gao reg | Mcl1-Bid inh
37 | COc1ccccc1C(=O)Nc1nsc(-c2ccccc2)n1 | x | u | x | x | 97 | -12
38 | COc1ccc(Oc2ccc(S(=O)(=O)N3CCCCC3)cc2S(=O)(=O)N2CCCCC2)cc1 | x | u | x | x | 97 | -26
39 | Cc1ccc(N2C(=O)CC(NCc3ccc4c(c3)OCO4)C2=O)cc1Cl (centres undefined) | 0 | 99 | -5 | -3 | 100 | -1
40 | CCn1ncc(C2=NOC(C(=O)Nc3ccc4c(c3)OCO4)C2)c1C (centres undefined) | -6 | 92 | -7 | 2 | 77 | -15
41 | CC(C)CCn1c(CN2CCN(c3cccc(Cl)c3)CC2)nc2c1c(=O)n(C)c(=O)n2C | x | u | x | x | 68 | -35
42 | Cc1ccc(N2C(=O)c3ccccc3C2C(=O)c2ccc(O)cc2O)cc1 (centres undefined) | -1 | 96 | -4 | -2 | 93 | -22
43 | Cc1nn(-c2ccc(F)cc2)c(C)c1CN1CCN(Cc2ccccc2)C(CCO)C1 (centres undefined) | 4 | 98 | 2 | -1 | 99 | -12
44 | O=C(Nc1ccc(Br)cc1F)c1ccc2c(c1)N(Cc1ccccc1)C(=O)CS2=O (centres undefined) | -5 | 102 | -9 | -14 | 103 | -9
45 | COc1ccc(OC)c(NC(=O)CSc2ncnc3c2cnn3-c2ccccc2Cl)c1 | -1 | 98 | -5 | -3 | 101 | 2
46 | COc1ccccc1OCCNC(=O)c1ccccc1C | -4 | 102 | -16 | -8 | 102 | -2
47 | Cc1ccccc1-c1nc(CS(=O)(=O)CC(=O)NCCN2CCOCC2)c(C)o1 | 0 | 101 | -4 | -1 | 96 | -31
48 | COc1cc(-c2nnc(-c3ccccc3)o2)cc(OC)c1OC | -3 | x | -8 | -7 | x | -6
49 | CC(=O)c1ccc(NC(=O)c2cccs2)cc1 | 2 | 95 | 2 | 3 | 102 | -19
50 | COc1ccc2oc(=N)c(-c3nnc4n3CCCCC4)cc2c1 | -4 | 95 | -6 | -2 | 98 | -15

No. | Bim-Bcl-XL | Bcl-W Bim block | Bfl-1 Bim block | RGS8-Gao reg | Mcl1-Noxa inh
37 | x | x | x | 100 | -7
38 | x | x | x | 100 | 0
39 | -3 | -2 | -1 | 98 | 7
40 | -8 | 0 | -6 | 105 | 15
41 | x | x | x | 89 | 20
42 | -2 | -1 | 0 | 83 | 11
43 | -2 | 3 | -5 | 99 | 9
44 | -9 | -9 | -14 | 102 | 27
45 | -5 | -5 | -3 | 102 | -2
46 | -6 | -2 | -20 | 100 | 1
47 | -4 | -4 | -9 | 102 | -13
48 | -5 | -5 | 0 | x | 2
49 | -3 | 1 | 0 | 98 | -16
50 | -4 | -4 | -2 | 99 | -7

Sorted by molecular weight (high to low): 3 of the compounds above.
No. | molecule | Mcl-1 Bim block | RGS7-Gao | Bcl-2 Bim block | Bcl-B Bim block | RGS4-Gao reg | Mcl1-Bid inh
38 | COc1ccc(Oc2ccc(S(=O)(=O)N3CCCCC3)cc2S(=O)(=O)N2CCCCC2)cc1 | x | u | x | x | 97 | -26
41 | CC(C)CCn1c(CN2CCN(c3cccc(Cl)c3)CC2)nc2c1c(=O)n(C)c(=O)n2C | x | u | x | x | 68 | -35
47 | Cc1ccccc1-c1nc(CS(=O)(=O)CC(=O)NCCN2CCOCC2)c(C)o1 | 0 | 101 | -4 | -1 | 96 | -31

No. | Bim-Bcl-XL | Bcl-W Bim block | Bfl-1 Bim block | RGS8-Gao reg | Mcl1-Noxa inh
38 | x | x | x | 100 | 0
41 | x | x | x | 89 | 20
47 | -4 | -4 | -9 | 102 | -13

Assay outcomes deposited in PubChem by several laboratories.

Compounds were not picked by outcome, and some 2.7% of all compounds hit somewhere here.
